mcGAS inh – inhibitors of mouse cGAS | inhibition, % at 12.5 µM | recombinant cGAS, Kinase-Glo ATP depletion luminescence | actives 0.15% (n = 160,000) | AID 1259399 | Q8C6L5;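 further: 0% = negative control wells and 100% = reference inhibitor with no enzyme activity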
NPYLR7 ag – activates Aedes aegypti NPYLR7 receptor; HEK293T NPYLR7/Galpha15, GCaMP6s calcium fluorescence; activation, % at 10 µM; actives 0.15% (n = 270,000); in the data active means activation above about 40%;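 further: 0% = vehicle and 100% = reference agonist at the receptor; some compounds past the cut are filed as inactive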
hcGAS inh – blocks human cGAS activity. inhibition, % at 12.5 µM. Q8N884. recombinant h-cGAS, ATP depletion, Kinase-Glo luminescence. actives 0.081% (n = 290,000);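 further: 0% = vehicle reaction and 100% = reaction without DNA for no activity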
Target sequence (Q8N884 whole entry, looked up): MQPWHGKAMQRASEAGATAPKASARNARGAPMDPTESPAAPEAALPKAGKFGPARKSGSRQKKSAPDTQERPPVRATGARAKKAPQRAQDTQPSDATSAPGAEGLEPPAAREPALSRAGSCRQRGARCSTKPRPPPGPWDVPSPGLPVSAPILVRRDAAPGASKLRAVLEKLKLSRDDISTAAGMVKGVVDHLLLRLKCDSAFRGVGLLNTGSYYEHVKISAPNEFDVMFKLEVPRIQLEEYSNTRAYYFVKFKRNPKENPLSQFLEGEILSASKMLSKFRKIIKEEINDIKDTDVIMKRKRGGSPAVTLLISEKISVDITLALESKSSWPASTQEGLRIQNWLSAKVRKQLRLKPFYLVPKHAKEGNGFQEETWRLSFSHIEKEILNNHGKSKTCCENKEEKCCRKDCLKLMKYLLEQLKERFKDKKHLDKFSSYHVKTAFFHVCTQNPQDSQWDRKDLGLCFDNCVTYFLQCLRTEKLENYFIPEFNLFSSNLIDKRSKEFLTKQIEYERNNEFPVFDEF
* = called active by the depositor; x = not tested or not shown; & = joins results of further samples. Unless noted, no stated cut-off is given here; in the data, active means inhibition above about 40%; inactive means the rest.

Start of the data: the first six entries, ahead of the listing:
SMILES	mcGAS inh	NPYLR7 ag	hcGAS inh
Cc1cnn(CCNCC(=O)NC(C)(C#N)C2CC2)c1 (stereo not drawn)	x	0	-5
CCOc1ccc(OCC)c(S(=O)(=O)NCCOc2ccc3nnc(C)n3n2)c1	-9	6	-3
CCCCCOc1ccc(C(=O)N2CCCN(C)CC2)cc1OCCCCC	1	-8	-3
ON=C1CC2CC3(CC(C1)c1ccccc12)OCCO3	x	9	3
COCCN(CC(=O)N1CCc2sccc2C1c1ccccc1)C(=O)C(C)(C)CCl (stereo not drawn)	-5	-9	-5
NS(=O)(=O)c1ccc(CCNc2nn3c(-c4cccc(OC(F)(F)F)c4)cnc3s2)cc1	-9	-6	-4

Results (from the top)
SMILES	mcGAS inh	NPYLR7 ag	hcGAS inh
Cc1cnn(CCNCC(=O)NC(C)(C#N)C2CC2)c1 (stereo not drawn)	x	0	-5
CCOc1ccc(OCC)c(S(=O)(=O)NCCOc2ccc3nnc(C)n3n2)c1	-9	6	-3
CCCCCOc1ccc(C(=O)N2CCCN(C)CC2)cc1OCCCCC	1	-8	-3
ON=C1CC2CC3(CC(C1)c1ccccc12)OCCO3	x	9	3
COCCN(CC(=O)N1CCc2sccc2C1c1ccccc1)C(=O)C(C)(C)CCl (stereo not drawn)	-5	-9	-5
NS(=O)(=O)c1ccc(CCNc2nn3c(-c4cccc(OC(F)(F)F)c4)cnc3s2)cc1	-9	-6	-4
Cc1cccn2c(=O)cc(OCC(=O)NCc3ccc(F)cc3)nc12	-6	-2	-8
CCNC(=O)O[C@H]1C(=O)N(C)C2(CCN(S(=O)(=O)c3cccs3)CC2)[C@@H]1C(=O)NC	-6	26	-5
Cc1cc(C)cc(NC(=O)c2cccn(OCc3ccccc3F)c2=O)c1	-6	3	-2
O=C(NC(c1ccc(Cl)cc1)c1cnccn1)C1CCN(CCOc2ccc(Cl)cc2)CC1 (stereo not drawn)	0	-11	3
Cc1nc2sccn2c(=O)c1NC(=O)C(c1ccccc1)c1ccccc1	-7	7	-9
Cc1ccc(C)c(CN2CCC(CNC(=O)c3cccc(=O)[nH]3)C2)c1 (stereo not drawn)	x	-2	-3
CC(C)NCC(=O)N1CC(=O)N(c2ccc(Cl)cc2)C1	-4	-6	-5
COCCCNC(=O)C(NC(=O)c1ccc(OC)cc1)C1CCN(C(=O)CCc2ccccc2)CC1 (stereo not drawn)	0	-19	2
Cc1ccc(-c2cc(C(=O)N(CCN(C)C)Cc3ccccc3)n(-c3ccccc3)n2)cc1C	-4	-1	-11
O=c1c2nnc3c(-c4ccccc4)cnn3c2ccn1CC1CCCO1 (stereo not drawn)	x	3	-15
COCCNC(=O)c1ccc2c(=O)n(CC(C)C)c(SCC(=O)c3c[nH]c4ccccc34)nc2c1	-10	8	-7
CCn1nccc1C(=O)N=c1sc2c(C)ccc(OC)c2n1C	-9	5	-6
CCC(N)c1ccccc1OCc1ccccc1Br (stereo not drawn)	-17	20	-7
COc1cccc(NC(=O)N2CCN(c3nc(-c4cccc(F)c4)nc(C)c3Cc3ccccc3)CC2)c1	-4	-3	-6
CC(C)(C)NC(=O)CN1C(=O)NC2(CCCc3ccccc32)C1=O (stereo not drawn)	x	14	-10
CC(=O)N1CCOC(CNc2nc(-c3cccnc3)nc3c2cnn3C)C1 (stereo not drawn)	-7	3	-3
Cc1cn2c3c(=O)n(C)c(=O)n(C)c3nc2n1CCNc1cccc(Cl)c1	x	1	-5
N#CC1C(=N)C(C#N)(c2ccc([N+](=O)[O-])cc2)C(C#N)C2CCCC=C12 (stereo not drawn)	x	-1	7
CN(CCOc1ccccc1F)c1snc(Cl)c1C#N	-12	15	-7
O=C(NC1CCC(C(F)(F)F)CC1)c1ccc(S(=O)(=O)C(F)F)cc1 (stereo not drawn)	x	7	-7
Cc1ccc(Cc2nsc(N3CCN(C(=O)Nc4ccccc4Br)C(C)C3)n2)cc1 (stereo not drawn)	-5	20	-3
CCn1ncc(C(=O)NCCC(=O)Nc2ccc(C)cc2)c1C	-15	17	-1
Cc1ccccc1-n1c(SCc2ccc(C(=O)Nc3ccc4c(c3)OCO4)cc2)nnc1-c1ccccc1Cl	-4	-9	-3
Cc1nc(SCc2ccc(C(=O)NCc3ccccc3)cc2)nc(N2CCN(c3ccccc3Cl)CC2)c1C	-4	4	-1

Next records.
SMILES	mcGAS inh	NPYLR7 ag	hcGAS inh
COc1ccc(Cl)cc1NS(=O)(=O)c1ccc(Br)s1	x	-2	3
CCOC(=O)CSc1nnc2n(Cc3ccccc3)c(=O)c3c(n12)-c1ccccc1CC3(C)C	-7	4	-9
CCC(=O)Nc1ccc(C)cc1-c1cc(OC)c(OC)c(OC)c1	0	-2	1
COCCCNc1nc2nonc2nc1N1CCCN(Cc2cccs2)CC1	x	2	-4
CCNC(=O)CN1CCN(S(=O)(=O)c2cc(OC)c(OC)cc2F)CC1	x	3	0
CNc1oc(-c2ccc(F)cc2)nc1C#N	x	1	15
O=C(Nc1ccc2c(c1)CN(C1CCC1)CC2)C1(c2ccccc2)CC1	x	0	-1
CCCCCn1c(N2CCN(CC)CC2)nc2c1c(=O)[nH]c(=O)n2C	x	-1	-9
Cc1ccc(NC(=O)CSc2nnc(CCC(=O)O)c(=O)[nH]2)cc1C	x	9	-1
COc1ccc(C=C2N=C(c3ccc4c(c3)OCO4)OC2=O)cc1C	x	-6	-4
COc1ccc(N2CCN(C(=O)c3sc4ncnc(NC[C@H]5C[C@@H]6C=C[C@H]5C6)c4c3C)CC2)cc1	-11	30	-9
Cc1ccc2nc(-c3ccc4c(c3)OCO4)c(NC3CCCCC3)n2c1	-8&-3	-5&2	-7&-3
C=CCSc1nnc2c(n1)OC(c1ccncc1)Nc1ccc(Br)cc1-2 (stereo not drawn)	-1	1	-10
O=C(Cc1ccon1)NC1CC2(CCC2)Oc2ccccc21 (stereo not drawn)	x	8	-7
CC1=NN(C(=O)Cc2ccccc2)C(C)(C)C1	x	-5	-4
COc1ccc(C(=O)NC2CCC(NC(=O)[C@H]3CCCN3C(=O)c3cccc(Br)c3)CC2)cc1 (stereo partly drawn)	-5	9	1
COc1cccc(CN(Cc2nc(C(=O)O)co2)C(C)c2ccccc2)c1OC (stereo not drawn)	-3	6	-2
O=C(Nc1ccccc1Oc1ccccc1)N1C[C@@H]2CNC[C@]2(C(=O)O)C1	x	15	-9
CCc1ccc(-c2cc3c(SCC(=O)Nc4ccccc4F)nccn3n2)cc1	-7	1	-6
O=C(C1=CC=CN2CCS(=O)(=O)N=C12)N1CCN(Cc2ccc3c(c2)OCO3)CC1	x	0	-2
O=C1CN(C(=O)NC(Cc2ccccc2)C(=O)O)c2ccccc2N1 (stereo not drawn)	-5	-9	1
COc1ccc(-n2c(=O)[nH]c3c(C(N)=O)nc(C4CCCCC4)nc32)c(OC)c1	-4	-8	-2
COc1ccc2c(c1)CCCN2CC(=O)Nc1sccc1C#N	-8	2	-15
Clc1cc(CSc2nnnn2C2CCCC2)cc2c1OCCO2	-5	0	-2
COc1ccc(N2C(=O)C(=Cc3ccc(OC)c(OC)c3)SC2=S)cc1	-8	-4	-3
O=C(c1ccccn1)N1CCC2(CCCN(Cc3ccccc3F)C2=O)C1 (stereo not drawn)	-11	10	-7
O=C(CCN1CCc2ccccc21)NCc1cnn2ccccc12	x	6	-4
COc1cc(C2CC(c3cc(Cl)ccc3O)=NN2)ccc1O (stereo not drawn)	x	26	-1
CCOc1ccc(N(CC(=O)NCC2CCCO2)S(C)(=O)=O)cc1 (stereo not drawn)	x	-4	3
Cc1cc(C)nc(NC(=O)NCCCSc2nc(C)cc(C)n2)n1	x	6	-11

The list continues:
SMILES	mcGAS inh	NPYLR7 ag	hcGAS inh
CN(CCCC(=O)Nc1ccccc1O)S(=O)(=O)c1cccs1	x	-4	4
Cc1cccc(N2CCN(C(=O)c3cn(Cc4ccccc4F)nn3)CC2)c1C	x	3	-9
CCOC(=O)C1=C(C)NC(C)=C(C(=O)OCC)C1C(=O)OCC(=O)NC(CC)CC	-5	0	-4
CSC1CCCCN(Cc2ccc(C(N)=O)cc2)C1 (stereo not drawn)	x	-6&0	1&-1
Cc1nc(C(F)(F)F)ccc1C(=O)NC1CC(C(F)(F)F)CC(C(F)(F)F)C1 (stereo not drawn)	x	-3	-11
O=C(NCCCn1ccnc1)c1cc(N2CCN(c3cccc(C(F)(F)F)c3)CC2)nc2ccccc12	-7	x	-8
CC1CC1COC(=O)N1CCC2(CC1)C(=O)NCN2c1ccccc1 (stereo not drawn)	-3	-7	-8
COc1ccccc1-c1nc2ccc(C)cn2c1NC(=O)C12CC3CC(CC(C3)C1)C2	-8	-3	-11
O=C(O)c1cc(-c2ccc3c(c2)OCO3)nc2c1cnn2Cc1ccncc1	x	-5	-5
Cc1nc2ncnn2c(N2CCN(C(=O)c3c(Cl)cccc3Cl)CC2)c1Cc1ccccc1	-6	25	-1
COc1ccc(CCN(C)C(=O)c2csc(CSc3nnc(-c4cccs4)n3-c3cccc(C)c3)n2)cc1OC	-4	6	-1
N#Cc1ccccc1-c1ccc(COc2coc(CN3CCN(C(=O)c4ccc(F)c(C(F)(F)F)c4)CC3)cc2=O)cc1	-6	4	-3
Cc1nc(Cc2nnc(SCC(=O)c3ccc(Br)s3)o2)cs1	-4	2	-7
Cc1cccc(CN(Cc2ccco2)CC(O)COc2ccccc2)c1 (stereo not drawn)	-5	22	-4
CC(C)NC(=O)CC1(C)N=C(c2cccc(C(F)(F)F)c2)N(C)O1 (stereo not drawn)	x	10	-8
COc1ccc(Br)cc1C1Nc2ccccc2N=C2CC(C)(C)CC(=O)C21 (stereo not drawn)	-6	1	-2
Cc1ccnc(SCc2cc(=O)c(OC(=O)COc3ccccc3)co2)n1	-8	-9	-5
COCCn1c(=O)c2c(nc3n2CCN3c2ccc(C)cc2)n(C)c1=O	-7	x	-3
Cc1cccc(NC(=O)CC(=O)N(C)Cc2nccn2Cc2ccccc2)c1C	x	14	-4
Cc1ccc(CC(C#N)Sc2n[nH]c(C(C)(C)C)n2)cc1 (stereo not drawn)	x	9	-6
COC(=O)[C@@H](NC(=O)c1cnc(N(C)C)nc1C)C1CC1	-16	26	-5
COc1cc2c(cc1OC)C(c1cccs1)N(CC(=O)Nc1ccc(C)c([N+](=O)[O-])c1)CC2 (stereo not drawn)	-6	0	-4
O=C1NC(C(=O)N2Cc3cnc(-c4ccccc4)nc3C2)CO1 (stereo not drawn)	-7	15	-1
O=C1NCCCCC1Sc1nccn1-c1cccc(Cl)c1 (stereo not drawn)	-5	4	-7
CCN(CC)Cc1c(O)cc(C)c2c1O/C(=C\c1ccncc1)C2=O	-10	8	-4
Cc1cc(N2CCN(Cc3nc(-c4ccc(Cl)cc4)oc3C)CC2)cc(C)n1	-4	-8	-3
CC(C)c1ccc(NC2CCCN(c3ncccn3)C2)cc1 (stereo not drawn)	-12	4	-9
CCC(SCC(=O)N1CCCC(NC(C)=O)C1)c1ccccc1 (stereo not drawn)	x	1	-7
Cc1ccc(-c2nc(C)c(C(C)C)c(N3CCN(C(=O)C(C)(C)CCl)CC3)n2)cc1	-1	-7	-1
CCn1ccnc1CN1CCCN(C(=O)C(C)N2CCOCC2)CC1 (stereo not drawn)	x	-1	-10

Continuation.
SMILES	mcGAS inh	NPYLR7 ag	hcGAS inh
CC1=C(C(=O)OC2CCCC2)C(c2ccc([N+](=O)[O-])cc2)NC(=O)N1C (stereo not drawn)	-5	-1	-8
Cc1nn(C)c(C)c1-c1ccnc(NC(C)c2ccc(F)cc2)n1 (stereo not drawn)	-11	-7	-4
C#CCN(Cc1nc2ncc(Br)cc2[nH]1)Cc1ccco1	x	11	-7
Nc1nnc(SCc2ccc(Cl)c(Cl)c2)s1	x	15	-4
Cc1ccc(CN(Cc2ccc3c(c2)OCO3)CC(O)COCc2ccccc2)o1 (stereo not drawn)	3	2	5
Cc1ccc(F)cc1S(=O)(=O)N1CCC(n2nc(-c3ccccc3)cc2-c2ccccc2)CC1	-1	15	-3
COc1ccc(-n2c(SCC(=O)Nc3cc(C)on3)nc3c(c2=O)SCC3)cc1OC	0	9	5
O=C(c1ccco1)N1CCC(n2cnc3cc(C(F)(F)F)ccc32)CC1	-5	7	-4
COCc1nc(C)nc(N2CCN(C(=O)C3CCC3)CC2)c1Cc1cccc(C)c1	0	-12	-1

One compound at a time, from the list above. Order of screens: mcGAS inh, NPYLR7 ag, hcGAS inh
`O=C(c1ccco1)N1CCC(n2cnc3cc(C(F)(F)F)ccc32)CC1` is entered as -5, 7, -4
`Nc1nnc(SCc2ccc(Cl)c(Cl)c2)s1` is entered as x, 15, -4
`Cc1nn(C)c(C)c1-c1ccnc(NC(C)c2ccc(F)cc2)n1` (stereo not drawn) is entered as -11, -7, -4
`CC1=C(C(=O)OC2CCCC2)C(c2ccc([N+](=O)[O-])cc2)NC(=O)N1C` (stereo not drawn) is entered as -5, -1, -8

Screening results (PubChem BioAssay)
